High-throughput results: PubChem BioAssay, several laboratories
MC4R antag cAMP – MC4R antagonists of cAMP signaling, primary screen, cell-based, TR-FRET, antagonist arm of biased-ligand search; MC4R-expressing cells, MTII-stimulated cAMP, LANCE TR-FRET; Melanocortin receptor 4 (Homo sapiens), P32245; AID 540295, 2011; 0.48% of 360,000 active; inhibition, % at 6.5 µM;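 active means inhibition above its plate's cutoff, the mean of tested wells on that plate plus 3 SD, cut at about 29% in these data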;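 further: 0% = Melanotan II alone and 100% = Melanotan II plus saturating MCL0020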
Target sequence (P32245 whole entry, looked up): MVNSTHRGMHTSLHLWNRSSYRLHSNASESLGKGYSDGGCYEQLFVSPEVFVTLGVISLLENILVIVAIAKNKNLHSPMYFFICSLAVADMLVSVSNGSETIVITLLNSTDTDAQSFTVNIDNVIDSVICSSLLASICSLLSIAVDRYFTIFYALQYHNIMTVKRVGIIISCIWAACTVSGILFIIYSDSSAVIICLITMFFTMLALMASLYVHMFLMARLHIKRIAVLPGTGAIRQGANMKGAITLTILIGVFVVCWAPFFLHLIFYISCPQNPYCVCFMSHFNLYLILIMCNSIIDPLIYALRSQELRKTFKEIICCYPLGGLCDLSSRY
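system = U2OS cells with stable human MC4R expression | also added = Melanotan II challenge after compound preincubation | dosing = one concentration, 6.5 µM nominal | incubation = compound 30 min, challenge 1 h, detection 1 h | measured by = TR-FRET with Eu-cAMP and labeled anti-cAMP, 671 nm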
m5-HT2A agonist – mouse Htr2a agonists via beta-arrestin recruitment, primary screen, cell-based, luminescence | 5-hydroxytryptamine receptor 2A (Mus musculus), P35363 | CHO-K1 mHTR2A beta-arrestin complementation; percent of 30 µM serotonin response | activation, % at 7.6 µM | 0.66% of 360,000 active;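 active means activation above a run cutoff, the mean activation of all tested compounds plus 3 SD, cut at about 14% in these data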;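 further: 0% = plate median of compound wells and 100% = 30 µM serotonin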
Target sequence (P35363 whole entry, looked up): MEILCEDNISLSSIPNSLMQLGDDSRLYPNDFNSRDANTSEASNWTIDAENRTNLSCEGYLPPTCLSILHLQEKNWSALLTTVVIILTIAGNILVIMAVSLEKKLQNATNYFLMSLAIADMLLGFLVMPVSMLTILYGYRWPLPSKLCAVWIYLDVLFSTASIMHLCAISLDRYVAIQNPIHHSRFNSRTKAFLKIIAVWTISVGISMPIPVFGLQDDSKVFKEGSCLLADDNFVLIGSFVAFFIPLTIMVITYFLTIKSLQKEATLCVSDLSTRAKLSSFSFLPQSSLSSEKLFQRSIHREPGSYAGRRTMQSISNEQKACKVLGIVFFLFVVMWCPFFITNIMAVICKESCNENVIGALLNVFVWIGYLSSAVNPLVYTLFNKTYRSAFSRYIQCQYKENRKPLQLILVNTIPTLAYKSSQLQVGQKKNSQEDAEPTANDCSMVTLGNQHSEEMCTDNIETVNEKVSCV
ABHD5 PLIN5 PPI – ABHD5-PLIN5 interaction inhibitors, primary screen, cell lysate, split luciferase complementation, luminescence; AID 602281, 2012; Perilipin-5 (Homo sapiens) + 1-acylglycerol-3-phosphate O-acyltransferase ABHD5 (Homo …; 0.78% of 360,000 active; Split G. princeps luciferase complementation, 4 h; inhibition, % at 4 µM;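 active means inhibition above the mean inhibition across every tested compound plus 3 SD, cut at about 22% in these data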;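 further: 0% = DMSO only wells and the 100% control is not disclosed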
Glyco luc inh – increase of ERlucT glycosylation luciferase signal, primary screen, N-linked glycosylation inhibitor project, D54 ERlucT cells, luminescence, set 2; D54 ERlucT glycosylation luciferase reporter, 24 h; percent of 100 nM tunicamycin response; reporter increase, % at 12.5 µM; 0.23% of 360,000 active;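 active means mean luciferase reporter signal, scaled so untreated is 0 and the glycosylation-blocking control 100, at or above a set limit in every replicate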;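 further: luciferase carries N-glycosylation sites so blocking glycosylation raises the light; 0% = median of neutral control wells and 100% = median of 100 nM tunicamycin wells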
TLR9-MyD88 inh – inhibitors of TLR9-MyD88 association in cells, primary screen, cell-based, CHO, BLA complementation, fluorescence; inhibition, % at 4.98 µM; AID 504734, 2011; CCF4 FRET ratio; 0.21% of 340,000 active; Toll-like receptor 9 (Homo sapiens) + Myeloid differentiation primary response protein …;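 active means inhibition above the mean over all tested compounds plus 3 SD, cut at about 21% in these data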;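 further: 0% = DMSO only wells and 100% = clavulanate BLA inhibitor control wells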
ABCB6 inh MLPCN – ABCB6 transporter inhibitors, primary screen, K562-ABCB6 cells, flow cytometry, MLPCN library; 0.19% of 360,000 active; fluorescence ratio to DMSO, % at 10 µM; K562-ABCB6 porphyrin accumulation, 1 h; hits give low values; AID 602162, 2011; ATP-binding cassette sub-family B member 6 (Homo sapiens), Q9NP58;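 active means fluorescence ratio to DMSO below 75%, the collection mean minus 3 SD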;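 further: signal is porphyrin accumulated inside mitochondria; 100% equals median channel fluorescence of DMSO control wells; lower ratio means ABCB6 inhibition with less porphyrin fluorescence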
NOD2-RIPK2 inh – NOD2-RIPK2 binding disruptors in cells, primary screen, fluorescence, CHO cells, BLA complementation; Receptor-interacting serine/threonine-protein kinase 2 (Homo sapiens), O43353; CCF4 ratio; inhibition, % at 4.98 µM; 0.38% of 360,000 active; in the data active means inhibition above about 21%;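 further: 0% = vehicle only and 100% = reference blocker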
H9c2 protect – cardioprotection against H2O2-induced cell death, primary screen, uHTS, H9c2 cells, ATPLite luminescence. H9c2 cardiomyocytes, H2O2 injury protection, 2 h. protection from H2O2 cell death, % at 20 µM. 0.63% of 360,000 active. AID 588492, 2011;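 active means compounds giving at least 50% protection of heart cells from peroxide-induced death in the single-dose screen, raw or plate-pattern-corrected value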;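 further: 0% = DMSO wells with peroxide and 100% = DMSO wells without peroxide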
MC4R barr agon – MC4R agonists recruiting beta-arrestin, primary screen, cell-based, luminescence, agonist arm of biased-ligand search | Melanocortin receptor 4 (Homo sapiens), P32245 | U2OS MC4R beta-arrestin complementation; percent of melanotan II response, DMSO zero | activation, % at 8.9 µM | 0.98% of 360,000 active | AID 540308, 2011;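 active means activation above a per-plate cutoff, the mean activation of sample wells on that plate plus 3 SD, cut at about 8% in these data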
SRC2 inh – inhibition of GAL4-SRC2 driven luciferase reporter, primary screen, SRC2 inhibitor project, cell-based, luminescence. Nuclear receptor coactivator 2 (Homo sapiens), Q15596. HEK293 GAL4-SRC2 luciferase reporter. inhibition, % at 9 µM. 0.17% of 370,000 active. AID 651957, 2012;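 active means inhibition above the mean inhibition of all tested compounds plus 3 SD, set per campaign, cut at about 52% in these data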;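 further: 0% = DMSO treated cells and 100% = cells given Gossypol at 36 µM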
An asterisk follows results filed as active; / = no result given.

SMILES	MC4R antag cAMP	m5-HT2A agonist	ABHD5 PLIN5 PPI	Glyco luc inh	TLR9-MyD88 inh	ABCB6 inh MLPCN	NOD2-RIPK2 inh	H9c2 protect	MC4R barr agon	SRC2 inh
CN1C(C(=O)Nc2cccc(O)c2)=CC(c2ccco2)=NS1(=O)=O	12	2	2	0	10	106	-3	-11	-0.6	-1
O=C(NCc1ccc(F)c(F)c1)C1CCC(=O)N(CCc2ccccc2)C1 (stereo not given)	3	-2	3	-1	0	98	-7	1	-2.5	-18
O=C1C2CCCCN2C(=O)N1CCCCN1CCN(c2cccc(Br)c2)CC1 (stereo not given)	6	-7	6	-1	0	87	1	4	0.3	13
O=C(N/N=C/C(Br)=C/c1ccccc1)c1ccccc1F	-15	-1	21	5	3	95	5	0	1.8	-45
Cc1ccc(C(=O)OCC(=O)c2cc(C)n(CC3CCCO3)c2C)cc1 (stereo not given)	9	-3	-1	-12	1	94	-2	-19	-1.7	-60
CN(C)S(=O)(=O)c1ccc(C(=O)/C=C/c2cccnc2)cc1	5	4	15	7	-9	94	-1	-9	-2.0	-7
CN(C)CCNc1nc(Oc2ccccc2)c2sccc2n1	0	-7	-11	0	/	98	4	0	1.2	-10
Cc1onc(-c2c(Cl)cccc2Cl)c1C(=O)c1ccc(F)cc1	17	8	-3	-3	/	99	-2	-4	6.6	29
O=C(Cc1csc(-c2ccccc2)n1)NCc1ccco1	-7	1	5	1	4	90	-6	9	-2.4	6
CCCCCCCCCCCCCCCC(=O)OCC1OC(n2ccc(N)nc2=O)C(O)C1O (stereo not given)	-2	-2	-7	2	7	98	-2	10	2.0	13
C=CCN1C(=O)C(O)(CC(=O)c2ccccn2)c2ccccc21 (stereo not given)	4	2	-8	3	-7	105	3	3	-0.2	-22
Cc1ccc2nc(SCC(=O)NCc3ccc4c(c3)OCO4)nc(=O)n2c1	7	-3	2	0	1	98	-22	8	-2.8	6
Nc1nc(Cl)cc(Oc2ccccc2F)n1	3	3	1	-1	2	99	-2	-11	-0.5	-12
COc1ccc(-n2nnnc2SCC(=O)c2cc3ccccc3o2)cc1	-3	1	6	-1	-3	95	-1	-13	0.9	-30
CCN(CC)c1ccc(C2N(C(=O)N3CCOCC3)CCN2S(=O)(=O)c2ccc(C)cc2)cc1 (stereo not given)	9	4	2	-1	-2	103	-10	2	0.0	-10
O=S(=O)(Nc1c(F)cccc1F)c1ccc2c(c1)OCCO2	0	-2	-3	-1	-3	98	5	5	0.7	1
COc1ccc(C(=O)/C=C/c2ccc(-c3ccccc3)cc2)cc1CSCC(=O)O	15	1	15	21	-4	100	4	-4	-1.0	6
COc1ccc(C(=O)CC(=O)c2ccc(OC)cc2)cc1	-2	-8	-4	2	-1	93	6	2	0.8	-1
COc1ccc(C(=O)C2CCCN(C(=O)c3cccnc3OC)C2)c(C)c1 (stereo not given)	1	4	3	0	-4	99	-6	1	-2.1	-10
NC(=O)c1c(NC(NC(=O)c2ccco2)C(=O)c2ccc(Cl)cc2)sc2c1CCCC2 (stereo not given)	0	-6	-21	0	10	103	-8	1	4.2	0
CCN(CC)C(=S)NC(=O)C12CC3CC(CC(C3)C1)C2	19	-1	-5	3	5	93	-1	4	0.6	-11
Cc1ccc2c(CC(=O)NC3=NCCS3)coc2c1	2	11	-4	2	10	97	8	-6	-1.5	-25
O=C(c1ccccc1)c1ccc(C(=O)N2CCOCC2)cc1	2	-2	-1	1	0	97	1	7	-1.4	-27
Cc1nnc(SCC(=O)Nc2ccc(S(=O)(=O)Nc3ccc(Cl)nn3)cc2)s1	4	-3	-2	-2	-7	97	-9	-4	-3.1	-15
CCCNC(=O)COC(=O)/C=C/c1ccco1	7	-2	7	0	5	100	-10	7	2.1	-8
CCCn1nnnc1NC(=O)c1cc(Cl)ccc1Cl	7	5	2	0	-6	101	-8	6	0.5	19
COc1ccc([C@H]2CC(=O)C[C@@H](CCn3cc(-c4ccccc4)nn3)O2)cc1	/	-5	-9	/	/	128	-3	/	/	-3
O=C1CCc2cc(NS(=O)(=O)c3ccccc3)cc3c2N1CC3	4	9	-6	4	-1	97	5	12	0.4	-31
Cn1c(N)c(C(=O)COC(=O)C2(c3ccc(F)cc3)CCCC2)c(=O)n(C)c1=O	3	-1	1	-3	-4	102	-6	12	0.8	-9
CC(C)NC(=O)C1(C)CN(S(C)(=O)=O)CC(=O)N1CCc1ccc(O)cc1 (stereo not given)	/	1	3	/	/	/	-12	/	/	-29
COc1ccc(NC(=O)CN2CCCCC2)cc1	13	4	0	1	0	90	5	6	-1.0	-3
CS(=O)(=O)N(Cc1ccccc1)c1ccc(C(=O)NCc2ccccc2)cc1	-6	-3	-1	0	-6	98	-7	2	-2.7	16
COc1cc(CNC(C)c2ccccc2)c(Br)cc1OCC(N)=O (stereo not given)	17	-2	9	1	-16	103	-3	6	-2.0	-4
O=C(c1ccccc1)N1CCN(c2ccc([N+](=O)[O-])cc2-n2cccc2)CC1	2	-5	-4	-6	2	92	6	-1	-1.3	-12
CCOC(=O)CN1C(=O)CC(c2ccccc2)C1=O (stereo not given)	8	-3	2	1	-7	102	1	0	-1.3	-17
CCN(C(=S)Nc1ccc(C(C)=O)cc1)C1CCCCC1	11	-1	-4	-1	4	95	-10	3	-0.5	-24
COC(=O)C[C@@H]1C=C[C@H](NC(=O)Cc2ccccn2)[C@@H](CO)O1	/	-6	-1	/	/	/	-10	/	/	-6
COc1cccc(CNC(=O)c2cc(S(=O)(=O)N3CCCCC3)c[nH]2)c1	-2	-2	0	-3	-1	101	4	6	-0.9	0
CCCCC(=O)N/N=C(/C)C1=C(C)C(C)(C)OC1=O	8	-2	5	3	0	93	0	-3	-1.5	-24
O=C(CCN1C(=O)c2ccccc2S1(=O)=O)NCc1ccccc1	7	3	1	0	12	87	1	-1	-1.2	14
CCOC(=O)c1ccc2c(c1)C1C=CCC1C(C(=O)OCC)N2 (stereo not given)	3	4	2	-2	-4	107	-7	8	-1.1	4
CSc1ncc(CO)n1Cc1ccccc1	-4	-4	-6	-1	2	101	-5	-4	-0.3	10
COc1cc(NC(=O)c2ccco2)ccc1NC(=O)c1ccccc1Cl	4	1	8	-6	-10	102	6	28	-0.6	2
N#C/C(=C\c1ccc(-c2cccc(Cl)c2)o1)C(=O)Nc1cccc2cccnc12	13	1	5	0	-3	102	-1	10	1.9	-10
CN(C)C(=O)N1CCC(C(=O)NCc2ccccc2Cl)CC1	0	6	1	1	-9	101	-5	2	0.5	18
COC(=O)c1ccc(NS(=O)(=O)c2ccc(S(=O)(=O)N3CCOCC3)cc2)cc1	6	-2	6	1	8	94	-1	2	-2.0	-5
CC(Cc1ccccc1)NC(=O)c1ccc([N+](=O)[O-])cc1 (stereo not given)	3	0	-1	-7	13	97	-12	-3	-0.6	-60
COc1ccc(N2CC(NC(=O)N3CCN(C(=O)c4ccco4)CC3)CC2=O)cc1OC (stereo not given)	-3	12	0	0	3	92	-9	7	-0.7	4
COc1cccc2nc3c(C(=O)NCCN(C)C)cccc3cc12	-22	4	-13	49*	-4	101	9	3	-0.1	-102
COc1cccc(C(=O)OCC(=O)c2c[nH]c3ccccc23)c1OC	3	9	-5	0	-10	90	-4	0	-0.7	-56
NC(=O)CSCc1nc2ccccc2s1	-6	3	-13	1	-6	125	2	-6	3.6	-51
Cn1c(C(=O)NCc2ccc3c(c2)OCO3)cc2sccc21	-6	-1	-6	-6	0	101	-3	4	-1.8	-1
COc1ccc(CNC(=O)c2cc(=O)c3ccccc3o2)cc1	-3	7	0	-1	-13	99	5	5	-0.8	-12
CCOC(=O)c1c(S(=O)(=O)N2CCCCCC2)c(C)n(C)c1C	0	-3	0	-1	-9	99	6	2	-1.6	3

10 structures already listed, arranged by formula weight, smallest number first:
SMILES	MC4R antag cAMP	m5-HT2A agonist	ABHD5 PLIN5 PPI	Glyco luc inh	TLR9-MyD88 inh	ABCB6 inh MLPCN	NOD2-RIPK2 inh	H9c2 protect	MC4R barr agon	SRC2 inh
CSc1ncc(CO)n1Cc1ccccc1	-4	-4	-6	-1	2	101	-5	-4	-0.3	10
NC(=O)CSCc1nc2ccccc2s1	-6	3	-13	1	-6	125	2	-6	3.6	-51
CC(Cc1ccccc1)NC(=O)c1ccc([N+](=O)[O-])cc1 (stereo not given)	3	0	-1	-7	13	97	-12	-3	-0.6	-60
Cn1c(C(=O)NCc2ccc3c(c2)OCO3)cc2sccc21	-6	-1	-6	-6	0	101	-3	4	-1.8	-1
COc1cccc2nc3c(C(=O)NCCN(C)C)cccc3cc12	-22	4	-13	49*	-4	101	9	3	-0.1	-102
CN(C)C(=O)N1CCC(C(=O)NCc2ccccc2Cl)CC1	0	6	1	1	-9	101	-5	2	0.5	18
COc1cccc(C(=O)OCC(=O)c2c[nH]c3ccccc23)c1OC	3	9	-5	0	-10	90	-4	0	-0.7	-56
CCOC(=O)c1c(S(=O)(=O)N2CCCCCC2)c(C)n(C)c1C	0	-3	0	-1	-9	99	6	2	-1.6	3
COc1cc(NC(=O)c2ccco2)ccc1NC(=O)c1ccccc1Cl	4	1	8	-6	-10	102	6	28	-0.6	2
COC(=O)c1ccc(NS(=O)(=O)c2ccc(S(=O)(=O)N3CCOCC3)cc2)cc1	6	-2	6	1	8	94	-1	2	-2.0	-5

An excerpt. The share of hits here may be higher or lower than overall.
